Compound activity as filed in PubChem BioAssay.
WT yeast gro inh – growth inhibition of WT yeast, mitochondrial fusion screen; inhibition, % at 10 µM; mitochondrial fusion phenotypic screen, WT strain; actives 2.1% (n = 190,000); in the data active = inhibition above about 58%; tested in S. cerevisiae
PMI inhibitors – MPI enzyme activity inhibition – biochemical, fluorescence intensity, coupled assay, primary screen (AID 1209) | purified PMI enzyme, coupled fluorescence intensity; higher % means a stronger effect | inhibition, % at 20 µM; hits with a dose series show IC50 in µM | actives 0.42% (n = 190,000);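 also: plate controls were DMSO vehicle for no effect and wells lacking substrate for full effect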
XIAP antagonists – XIAP antagonists, biochemical, IAP family, fluorescence polarization (AID 1018); XIAP BIR domain, fluorescence polarization peptide displacement; higher % means a stronger effect; displacement, % at 20 µM, or IC50 in µM where a hit was titrated; actives 0.007% (n = 200,000); in the data active = displacement above about 50%; also: a part of the inactive calls stands beside numbers as strong as those of hits
human PMI inhibitors – human PMI inhibitors, high substrate, primary screen, biochemical, fluorescence intensity, high mannose 6-phosphate (AID 1220); recombinant PMI enzyme, coupled fluorescence intensity; higher % means a stronger effect; one-dose inhibition, % at 20 µM; IC50 in µM for titrated hits; actives 0.66% (n = 190,000)
Salmonella PhoP GFP – PhoP-dependent GFP reporter repression – Salmonella Typhimurium, primary screen (AID 1863); S. Typhimurium PhoP-regulated promoter GFP reporter, 4 h; higher % means a stronger effect; actives 0.16% (n = 300,000); inhibition, % at 50 µM; hits with a dose series show IC50 in µM;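 active = inhibition over 29.93%, a cutoff 3 SD above the screen mean, later confirmed by dose response; inconclusive = inhibition over 29.93% but no dose response follow-up; inactive = inhibition at most 29.93% or unconfirmed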;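 also: 0% = low Mg2+ inducing control and 100% = high Mg2+ repressing control; strong numbers were not always called active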
SIAH1 antagonists – blockers of Siah-1 interaction with plectin peptide – biochemical, fluorescence polarization, rhodamine-plectin, uHTS, primary screen (AID 1817); Siah-1 / rhodamine-plectin peptide fluorescence polarization; higher % means a stronger effect; one-dose displacement, % at 20 µM; IC50 in µM for titrated hits; actives 0.02% (n = 290,000);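 active = displacement of at least 50% at 20 µM, with a fluorescence ratio check between 0.3 and a set limit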;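 also: plate controls were Siah plus tracer with DMSO for no effect and tracer alone without Siah for full effect; strong numbers were not always called active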
Myeloid diff 2 – compounds promoting myeloid differentiation. ER-HoxA9 myeloid progenitors, lysozyme-GFP differentiation, flow cytometry. calls only at 10 µM. actives 1% (n = 360,000). AID 624256;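 active = normalized GFP-positive differentiation at or above the plate's own cutoff, the solvent-only control mean plus 3 SD; inconclusive = no clear call, values can overlap the other calls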;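 also: cells exposed to compound for four days before flow analysis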
TNAP activation fold – human TNAP enzyme activators, primary screen, biochemical, luminescent, no phosphate acceptor, uHTS (AID 1001); purified TNAP, luminescent activation assay, no phosphate acceptor; higher activation fold means a stronger effect; one-dose activation fold at 20 µM; EC50 in µM for titrated hits; actives 0.03% (n = 200,000); in the data active = activation fold from about 3, or a potency from the dose series; inactive = the rest, 99 in 100 with activation fold below about 1.6; also: many of its hits are not listed in these tables
RSV CPE inhibition – RSV antiviral activity via CPE protection, HEp-2 cells, primary 10 µM value included (AID 2391); one-dose CPE inhibition, % at 10 µM; IC50 in µM for titrated hits; actives 0.13% (n = 310,000); HEp-2 cells, RSV-induced CPE inhibition; higher % means a stronger effect; in the data active = a potency from the dose series; inconclusive = CPE inhibition mostly from about 23% at the one dose, without a potency; inactive = the rest, 99 in 100 with CPE inhibition below about 21%; also: strong numbers were not always called active
WT yeast gro inh mutant strain – second read-out of WT yeast gro inh, no call of its own (marks repeat the call); inhibition, %; mitochondrial fusion phenotypic screen, mutant strain inhibition
Myeloid diff 2 GFP+ MAC1+ % – second read-out of Myeloid diff 2, no call of its own (marks repeat the call); GFP+ MAC1+ double positive, %; measured here: differentiation confirmed by MAC1 staining
* marks the source's active call; other numbers are inactive results; i = inactive; ? = inconclusive; · = not tested or not shown. Rule as the data show it, unless noted: active = inhibition above about 50%; inactive = the rest.

SMILES	WT yeast gro inh	WT yeast gro inh mutant strain	PMI inhibitors	XIAP antagonists	human PMI inhibitors	Salmonella PhoP GFP	SIAH1 antagonists	Myeloid diff 2	Myeloid diff 2 GFP+ MAC1+ %	TNAP activation fold	RSV CPE inhibition
OC(CN1CCN(Cc2ccccc2)CC1)c1ccc(F)cc1 (stereo not given)	8	14	-18%	-5.1%	-23%	8%	-9%	i	0.2	1.1	0.6%
Cc1cc(C(=O)NCc2cccs2)c(C)o1	-10	-6	0%	-2.3%	-8%	0%	4%	i	0.7	1.1	0.2%
Cc1[nH]c2ccccc2c1CCN(Cc1cccnc1)C(=S)NC(C)(C)C	·	·	·	·	·	7%	-5%	i	0.6	·	-0.5%
COC(=O)c1ccc(C2c3c(oc4ccc(F)cc4c3=O)C(=O)N2CCO)cc1 (stereo not given)	15	13	6%	-2.5%	4%	-13%	-2%	i	0.5	1.1	-0.5%
CCOC(=O)c1ccc(N(CC(=O)NCC2CCCO2)C(=O)CCC(=O)Nc2cc(C)on2)cc1 (stereo not given)	·	·	·	·	·	14%	12%	i	1.4	·	2.1%
CCOC(CNC(=O)CN1C(=O)COc2ccc(S(=O)(=O)N3CCOCC3)cc21)OCC	·	·	·	·	·	-7%	6%	i	0.0	·	1.2%
Cc1ccccc1CN1CCN(C(=O)CC(C)C)CC1	·	·	·	·	·	7%	0%	i	0.2	·	1.0%
CN1CCN(CCCNC(=O)c2ccc(/C=C3\Sc4ccccc4N(Cc4ccc(F)cc4)C3=O)cc2)CC1	9	4	7%	-4.5%	0%	-9%	-2%	i	0.2	1	·
O=C(O)CCc1ccccc1OC(=O)c1ccccc1	·	·	·	·	·	-2%	4%	i	0.7	·	0.0%
CCOC(=O)c1cccc(NC(=O)N[C@@H](C)C(=O)OC)c1	-24	-11	1%	-1.8%	2%	1%	-1%	i	1.8	1.1	0.4%
O=C1Nc2ccccc2C12OCCO2	-15	19	-7%	-3.9%	-6%	3%	3%	i	5.9	1.1	-1.2%
COc1cccc(CN2CC(C(=O)NCCOc3ccccc3)CCC2=O)c1 (stereo not given)	·	·	·	·	·	-3%	8%	i	0.8	·	7.5%
Cn1c(=O)c(=O)n(C)c2cc(S(=O)(=O)CCC(=O)Nc3c(F)c(F)c(F)c(F)c3F)ccc21	·	·	·	·	·	-6%	-5%	i	2.4	·	2.0%
COc1ccc(OC)c(S(=O)(=O)Nc2c(C)cccc2C)c1	5	0	3%	0.9%	1%	7%	4%	i	0.1	1.1	-1.2%
O=c1c2cc(NC(=S)N3CCC(N4CCCCC4)CC3)ccc2nc2n1CCCCC2	-18	5	-8%	-0.9%	-8%	0%	-1%	i	0.3	1.1	-1.3%
Cc1ccc(Cn2c(=N)c(S(=O)(=O)c3ccc(C)cc3)cc3c(=O)n4ccccc4nc32)cc1	·	·	·	·	·	-8%	-1%	i	8.2	·	3.3%
OCCC1CN(Cc2cn[nH]c2C2CCCCC2)CCN1Cc1ccccc1 (stereo not given)	-19	7	6%	-8.0%	6%	1%	4%	i	0.1	1	-0.5%
OC1(C(F)(F)F)CC(c2ccc3ccccc3c2)=NO1 (stereo not given)	·	·	·	·	·	-2%	10%	i	0.3	·	16%
CC1=CC2=NC(=O)/C(=C\c3ccc(OC(=O)c4ccco4)cc3)C(=N)N2O1	-14	-2	13%	-11%	14%	-4%	-8%	i	0.1	1.1	0.6%
Cc1nc(N2CCN(S(=O)(=O)c3ccccc3C#N)CC2)c2c(-c3cccs3)csc2n1	27	20	-6%	-9.6%	4%	-4%	2%	i	0.0	1	?
COc1ccc(C(C(=O)NC(C)(C)C)N(C(=O)CCC(=O)Nc2ccccn2)C2CCCCC2)cc1 (stereo not given)	·	·	·	·	·	-5%	0%	i	0.3	·	1.9%
CC(C)[C@H](NC(=O)OCc1ccccc1)C(=O)NCc1ccccc1	7	6	0%	-7.8%	4%	-1%	9%	i	0.3	1	0.6%
CC(=O)C(C(C)=O)c1cc(NS(=O)(=O)c2ccccc2)ccc1NS(=O)(=O)c1ccccc1	·	·	·	·	·	3%	4%	i	1.5	·	1.5%
COc1ccc(N2CCN(CCCNC(=O)C(=O)c3c[nH]c4ccccc34)CC2)cc1	·	·	·	·	·	3%	2%	i	1.2	·	1.1%

In another format: results already given.
smiles | WT yeast gro inh | WT yeast gro inh mutant strain | PMI inhibitors | XIAP antagonists | human PMI inhibitors | Salmonella PhoP GFP | SIAH1 antagonists | Myeloid diff 2 | Myeloid diff 2 GFP+ MAC1+ % | TNAP activation fold | RSV CPE inhibition
OC(CN1CCN(Cc2ccccc2)CC1)c1ccc(F)cc1 (stereo not given) | 8 | 14 | -18% | -5.1% | -23% | 8% | -9% | i | 0.2 | 1.1 | 0.6%
Cc1cc(C(=O)NCc2cccs2)c(C)o1 | -10 | -6 | 0% | -2.3% | -8% | 0% | 4% | i | 0.7 | 1.1 | 0.2%
Cc1[nH]c2ccccc2c1CCN(Cc1cccnc1)C(=S)NC(C)(C)C | · | · | · | · | · | 7% | -5% | i | 0.6 | · | -0.5%
COC(=O)c1ccc(C2c3c(oc4ccc(F)cc4c3=O)C(=O)N2CCO)cc1 (stereo not given) | 15 | 13 | 6% | -2.5% | 4% | -13% | -2% | i | 0.5 | 1.1 | -0.5%
CCOC(=O)c1ccc(N(CC(=O)NCC2CCCO2)C(=O)CCC(=O)Nc2cc(C)on2)cc1 (stereo not given) | · | · | · | · | · | 14% | 12% | i | 1.4 | · | 2.1%
CCOC(CNC(=O)CN1C(=O)COc2ccc(S(=O)(=O)N3CCOCC3)cc21)OCC | · | · | · | · | · | -7% | 6% | i | 0.0 | · | 1.2%
Cc1ccccc1CN1CCN(C(=O)CC(C)C)CC1 | · | · | · | · | · | 7% | 0% | i | 0.2 | · | 1.0%
CN1CCN(CCCNC(=O)c2ccc(/C=C3\Sc4ccccc4N(Cc4ccc(F)cc4)C3=O)cc2)CC1 | 9 | 4 | 7% | -4.5% | 0% | -9% | -2% | i | 0.2 | 1 | ·
O=C(O)CCc1ccccc1OC(=O)c1ccccc1 | · | · | · | · | · | -2% | 4% | i | 0.7 | · | 0.0%
CCOC(=O)c1cccc(NC(=O)N[C@@H](C)C(=O)OC)c1 | -24 | -11 | 1% | -1.8% | 2% | 1% | -1% | i | 1.8 | 1.1 | 0.4%
O=C1Nc2ccccc2C12OCCO2 | -15 | 19 | -7% | -3.9% | -6% | 3% | 3% | i | 5.9 | 1.1 | -1.2%
COc1cccc(CN2CC(C(=O)NCCOc3ccccc3)CCC2=O)c1 (stereo not given) | · | · | · | · | · | -3% | 8% | i | 0.8 | · | 7.5%
Cn1c(=O)c(=O)n(C)c2cc(S(=O)(=O)CCC(=O)Nc3c(F)c(F)c(F)c(F)c3F)ccc21 | · | · | · | · | · | -6% | -5% | i | 2.4 | · | 2.0%

Next part.
SMILES	WT yeast gro inh	WT yeast gro inh mutant strain	PMI inhibitors	XIAP antagonists	human PMI inhibitors	Salmonella PhoP GFP	SIAH1 antagonists	Myeloid diff 2	Myeloid diff 2 GFP+ MAC1+ %	TNAP activation fold	RSV CPE inhibition
COc1cc(Br)c(Br)cc1N	·	·	·	·	·	-8%	0%	i	0.7	·	1.6%
COc1ccc(/C(O)=C2/C(=O)C(=O)N(Cc3cccnc3)C2c2ccco2)cc1OC (stereo not given)	13	16	8%	-5.4%	21%	-4%	2%	i	1.3	1.1	-0.5%
CC1(C)CC2CC(C)(CN2S(=O)(=O)c2ccc(C(=O)Nc3ccc(Cl)c(S(=O)(=O)N4CCOCC4)c3)cc2)C1 (stereo not given)	13	-4	10%	0.1%	10%	14%	3%	i	7.8	1	1.6%
C=CCNc1cc(C(F)(F)F)nc(-c2ccccn2)n1	-4	-4	5%	-1.1%	-6%	2%	-2%	i	1.9	0.9	3.1%
Cc1ccc(C(=C2C3C=CC2C2C(=O)NC(=O)C32)c2ccc(C)cc2)cc1 (stereo not given)	83*	53*	15%	-6.4%	8%	-3%	1%	i	0.6	1	1.4%
CCOC(=O)CSc1nc(Cc2ccccc2)nc2ccccc12	16	-1	13%	-11%	10%	-1%	2%	i	0.8	1.1	-0.7%
Cc1cc(C)nc(SCC(N)=O)n1	·	·	·	·	·	-2%	-5%	i	0.3	·	0.1%
Cc1cc(S(=O)(=O)Nc2ccccc2C(=O)O)ccc1Cl	27	12	-2%	0.0%	-5%	-13%	1%	i	6.9	1.1	0.1%
CC(C)Oc1ccc(/C(O)=C2/C(=O)C(=O)N(CCN(C)C)C2c2cccs2)cc1 (stereo not given)	-15	-11	-15%	-6.0%	-13%	-15%	6%	i	0.3	1	1.9%
CC1=C(C(=O)Nc2ccccc2)C(c2coc3ccccc3c2=O)C2=C(CCCC2=O)N1 (stereo not given)	-1	25	10%	-2.9%	-2%	0%	10%	i	1.1	1.1	4.6%
CCCC(=O)NC(=S)Nc1ccccc1C(F)(F)F	20	8	6%	-5.2%	4%	-4%	-1%	i	0.6	1	1.0%
CCOc1cc2[nH]c(=O)n(CCCN3CCCC3=O)c(=O)c2cc1OCC	5	1	0%	-3.6%	2%	-5%	-1%	i	0.6	1.1	0.2%
Nc1nc(-c2ccc(Cl)cc2)nc(-c2ccc(Cl)cc2)n1	·	·	·	·	·	-5%	-9%	i	0.2	·	5.2%
CC(=O)Nc1c(C(=O)O)[nH]c2ccccc12	-3	-13	18%	-5.6%	16%	-2%	5%	i	1.0	1.1	2.1%
CCC(C)(NC(=O)Cc1c[nH]c2ccccc12)C(=O)NC1CCCCC1 (stereo not given)	-3	1	2%	-4.6%	-9%	10%	-1%	i	0.1	1.2	0.2%
CCCn1c2c(c(O)c(C(=O)Nc3nccs3)c1=O)CCCC2	76*	18*	3%	-1.6%	4%	-1%	1%	i	0.8	1.2	2.3%
O=C(Nc1ccc2c(c1)OCCO2)N1CCOCC1	2	-7	6%	-8.4%	15%	-18%	-6%	i	0.7	1.1	-1.1%
CSc1ccc(CN2CCN(CCC(C)C)C(CCO)C2)cc1 (stereo not given)	6	6	16%	-3.7%	10%	-17%	2%	i	0.2	1.1	-2.4%
CC(=O)N1CCN(c2ccccc2NC(=O)COc2ccc(Br)cc2)CC1	-15	-4	2%	-3.8%	-2%	7%	0%	i	1.6	1	-0.3%
Cn1c(SCC(=O)N/N=C/c2ccc([N+](=O)[O-])s2)nnc1-c1ccccc1	81	90	-6%	-12%	3%	-4%	27%	?	·	0.9	13%
CCOCCCNc1nc(=S)[nH]c2cc(OC)c(OC)cc12	-5	-7	-3%	0.6%	-4%	7%	-3%	i	0.7	1	0.5%
CN(NS(=O)(=O)c1ccc(Br)cc1)c1nc(C(F)(F)F)nc2ccccc12	77*	38*	-3%	-2.0%	10%	7%	5%	i	0.7	1.1	14%
